Bioassay records as filed in PubChem.
HRP interference: HRP/luminol detection interference without ALR, dose response, artefact control for ALR inhibitor project, biochemical, luminescence, no ALR or DTT; HRP/H2O2 luminol luminescence counterscreen, no ALR; AC50 in µM for hits, for the others activity change, negative = inhibition, % at the top dose, mostly 10 µM; 15% of 2,500 active; AID 540356;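 active = signal-lowering compounds whose fitted half-maximal concentration AC50 is no higher than ten times their top tested concentration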;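 note: 0% = median of neutral control wells and -100% = median of quercitin 100 µM wells; many of its hits are not listed in these tables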
* hit, by the source's call.

SMILES	HRP interference
O=C(NCc1n[nH]c(=S)n1-c1ccc(Cl)c(Cl)c1)c1ccco1	-2.9%
COc1cccc(CNc2ccc3c(c2)ncn3C(C)C)c1OC	-4.0%
COc1cc(NS(C)(=O)=O)ccc1Nc1c2ccccc2nc2ccccc12	-7.9%
COc1cccc(/C=N/NC(=O)c2ccc3nc[nH]c3c2)c1	0.5%
Cn1c(CNc2ccc(F)cc2)nc2ccccc21	0.6%
COc1ccc(Nc2cccc(Cl)c2)c(C(=O)O)c1	-13.4%
COc1ccnc(N2CCN(c3ccccc3)CC2)c1C#N	-0.8%
CN1CN(C)c2cccc3cccc1c23	4.1%
CCc1ccc2nc3n[nH]c(N)c3cc2c1	-2.1%
CCN1/C(=C/C=C/c2sc3ccccc3[n+]2CC)Sc2ccccc21	-1.5%
O=C(CCc1ccncc1)N1CCCC(Nc2ccc(F)c(F)c2)C1 (stereo not given)	1.4%
Cc1ccc(-c2csc(N)n2)s1	-3.0%
CCCc1cc(=O)[nH]c(SCc2cccnc2)n1	0.5%
COc1cc(/C=N/NC(=O)c2cccc(NC(=O)c3ccccc3)c2)ccc1O	-4.9%
O=C(O)Cn1cc(C(=S)N2CCCCC2)c2ccccc21	-14.5%
O=c1c2ccccc2[nH]c2ccc(O)cc12	-4.4%
Cc1n[nH]c(C)c1Sc1ccccc1N	-2.5%
COc1ccc(N=C2C(=O)N3CCCc4cccc2c43)cc1	0.0%
O=C(NCc1ccco1)c1cc2sccc2n1Cc1ccccc1	-4.5%
CC(/C=N/n1c(-c2n[nH]c3c2CCC3)n[nH]c1=S)=C\c1ccco1	-8.1%
Nc1cccc(Nc2ccccc2)c1	-0.2%
CCN(CC)c1ccc(/C=N/NC(=O)c2cccc(N3CCCC3=O)c2)cc1	-1.1%
COc1ccc(S(=O)(=O)/N=C2\C=C(NS(=O)(=O)c3ccccc3)C(=O)c3ccccc32)cc1	-15.0%
CN(C)c1ccc(NC(=O)CN2CCN(S(=O)(=O)c3cc(Cl)ccc3Cl)CC2)cc1	-1.2%
Cc1cc(Nc2ccccc2)n(CCC#N)n1	-4.8%
CC1CN(C(=O)Nc2ccc3snnc3c2)c2ccccc21 (stereo not given)	2.8%
Cn1cc(C(=O)N2CCCC(Nc3ccc(F)cc3)C2)c2ccccc21 (stereo not given)	-1.0%
Nc1cccc(-c2cn3cccnc3n2)c1	4.52µM*
c1ccc2c(-c3csc(-c4ccncc4)n3)c[nH]c2c1	-10.2%
COc1cc(/C=N/N2C(C)CCCC2C)cc(Br)c1O (stereo not given)	-7.6%
NNC(=O)c1cccc(COc2ccccc2Br)c1	2.3%
Cc1ccc(Nc2c(-c3ccccc3O)nc3ncccn23)cc1	-0.3%
Cc1cc(NC(=O)c2ccco2)sc1C	0.2%
O=C(NCC(c1cccnc1)N1CCN(c2ccccc2)CC1)OCc1ccccc1 (stereo not given)	-1.6%
Cc1ccc(N2CCN(C(=O)N3CCCC3)CC2)cc1Cl	-2.1%
Nc1cc(=O)[nH]c(SCc2csc(-c3ccccc3)n2)n1	-4.0%
Cc1ccc(NC(=O)c2cccc(C(=O)Nc3ccc(C)cc3C(=O)O)c2)c(C(=O)O)c1	-4.5%
O=C(C1CCC1)N1CCN(c2ccc(Cl)cc2)CC1	-2.3%
O=C(CCNc1ccccc1)c1cccc([N+](=O)[O-])c1	-2.6%
Cc1ccccc1N1C(=O)CC(Nc2ccc3c(c2)OCO3)C1=O (stereo not given)	0.6%

A draw from above in order of molar mass, lowest first.
SMILES	HRP interference
Nc1cccc(Nc2ccccc2)c1	-0.2%
Cc1ccc(-c2csc(N)n2)s1	-3.0%
CN1CN(C)c2cccc3cccc1c23	4.1%
Nc1cccc(-c2cn3cccnc3n2)c1	4.52µM*
O=c1c2ccccc2[nH]c2ccc(O)cc12	-4.4%
CCc1ccc2nc3n[nH]c(N)c3cc2c1	-2.1%
Cc1n[nH]c(C)c1Sc1ccccc1N	-2.5%
Cc1cc(NC(=O)c2ccco2)sc1C	0.2%
Cc1cc(Nc2ccccc2)n(CCC#N)n1	-4.8%
CCCc1cc(=O)[nH]c(SCc2cccnc2)n1	0.5%
O=C(CCNc1ccccc1)c1cccc([N+](=O)[O-])c1	-2.6%
c1ccc2c(-c3csc(-c4ccncc4)n3)c[nH]c2c1	-10.2%
O=C(C1CCC1)N1CCN(c2ccc(Cl)cc2)CC1	-2.3%
O=C(O)Cn1cc(C(=S)N2CCCCC2)c2ccccc21	-14.5%
Cc1ccc(N2CCN(C(=O)N3CCCC3)CC2)cc1Cl	-2.1%
CC1CN(C(=O)Nc2ccc3snnc3c2)c2ccccc21 (stereo not given)	2.8%
Nc1cc(=O)[nH]c(SCc2csc(-c3ccccc3)n2)n1	-4.0%
NNC(=O)c1cccc(COc2ccccc2Br)c1	2.3%
Cc1ccccc1N1C(=O)CC(Nc2ccc3c(c2)OCO3)C1=O (stereo not given)	0.6%
O=C(NCc1ccco1)c1cc2sccc2n1Cc1ccccc1	-4.5%
CC(/C=N/n1c(-c2n[nH]c3c2CCC3)n[nH]c1=S)=C\c1ccco1	-8.1%
O=C(CCc1ccncc1)N1CCCC(Nc2ccc(F)c(F)c2)C1 (stereo not given)	1.4%
Cn1cc(C(=O)N2CCCC(Nc3ccc(F)cc3)C2)c2ccccc21 (stereo not given)	-1.0%
CCN1/C(=C/C=C/c2sc3ccccc3[n+]2CC)Sc2ccccc21	-1.5%
CCN(CC)c1ccc(/C=N/NC(=O)c2cccc(N3CCCC3=O)c2)cc1	-1.1%
COc1cc(/C=N/NC(=O)c2cccc(NC(=O)c3ccccc3)c2)ccc1O	-4.9%
O=C(NCC(c1cccnc1)N1CCN(c2ccccc2)CC1)OCc1ccccc1 (stereo not given)	-1.6%
Cc1ccc(NC(=O)c2cccc(C(=O)Nc3ccc(C)cc3C(=O)O)c2)c(C(=O)O)c1	-4.5%
CN(C)c1ccc(NC(=O)CN2CCN(S(=O)(=O)c3cc(Cl)ccc3Cl)CC2)cc1	-1.2%
COc1ccc(S(=O)(=O)/N=C2\C=C(NS(=O)(=O)c3ccccc3)C(=O)c3ccccc32)cc1	-15.0%

Additional entries.
SMILES	HRP interference
Cc1ccc(CNC(=O)c2ccc(CS(=O)Cc3ccccc3Cl)o2)cc1 (stereo not given)	-5.2%
Cc1ccc(S(=O)(=O)Nc2ccc(N(C)C)cc2)cc1	0.7%
CC(C)c1ccc(NC2CCCN(C(=O)c3cnsn3)C2)cc1 (stereo not given)	1.1%
O=C(O)CN1C(=O)/C(=C\c2cc(Br)ccc2OCc2ccc(Cl)cc2)SC1=S	-6.4%
Cc1nc2nc(C)c(CCC(=O)N3CCN(c4ccccc4)CC3)c(C)n2n1	0.9%
Cn1c(CNc2ccc(Br)cc2)nc2ccccc21	0.7%
O=C(Nc1ccccc1N1CCCC1)c1cccc(F)c1	-7.7%
Cc1cccc(Oc2ccc3c(c2)cc(C(=O)O)n3C)c1	-1.1%
COc1ccc(N2CCN(c3ncccn3)CC2)cc1	-5.0%
COc1cccc2sc(Nc3nnc(-c4ccccc4Cl)o3)nc12	-1.3%
O=C(NCN1CCN(c2ccccc2)CC1)c1cnccn1	-4.1%
Cc1nn(C)c(Sc2ccccc2N)c1[N+](=O)[O-]	-0.2%
Cc1ccc(N2CCN(CCCN3C(=O)C4CCCN4C3=O)CC2)cc1 (stereo not given)	1.3%
O=C(NCc1ccccc1)c1nc[nH]c1C(=O)N1CCN(c2ccccc2)CC1	-0.8%
CCc1nc(SCc2ccc(F)cc2)[nH]c(=O)c1C#N	-0.8%
COc1cccc(-c2n[nH]c(=S)n2Cc2ccco2)c1OC	-5.1%
Cc1nc2ccc(S(=O)(=O)NC(C(=O)Nc3nccs3)C(C)C)cc2s1 (stereo not given)	1.5%
O=C(NN=C1CCCC1)c1cc(-c2ccccc2)n[nH]1	3.0%
COc1nc(-c2ccccc2Cl)ccc1C#N	-4.2%
Cc1noc(NS(=O)(=O)c2ccc(NC(=O)CCN3C(=O)c4ccccc4C3=O)cc2)c1C	-3.5%
CN(C)c1ccc(-c2nc3ccccc3n2C)cc1	-5.1%
COc1cc(/C=N\NC(=O)c2ccc(-c3ccccc3)cc2)cc(OC)c1O	-2.4%
Cc1cc2nc(-c3ccc(SCc4ccc(C(=O)O)cc4)nc3)[nH]c2cc1C	-2.9%
COc1ccc2nc(NCc3ccccc3)[nH]c2c1	-3.6%
O=S(=O)(Nc1ccccc1O)c1ccc(Cl)nc1	5.1%
CN(C)c1ccc(N2CN=C3SCC(=O)N3C2)cc1	-10.3%
Cc1ccccc1NC(=O)CNc1ccccc1N1CCCCC1	-0.6%
Cc1ccc2cn[nH]c2c1N	-8.6%
O=C(O)c1ccc(N(c2ccccc2)c2ccccc2)cc1	-1.2%
Cc1ccc(O)c(-c2cc(C(=O)NCc3ccncc3)[nH]n2)c1	-7.3%
COc1ccc(NC2CCN(C3CC(=O)N(c4ccc(F)c(Cl)c4)C3=O)CC2)cc1 (stereo not given)	-4.7%
Cc1ccc(C)c(NC(=O)NNS(=O)(=O)c2ccc(C)c(C)c2)c1	-10.0%
CC(=O)Nc1cccc(NC(=O)c2cccc(-c3ccc(O)cc3)c2)c1	-9.6%
Cc1ccc(NC(=O)C2CCN(S(=O)(=O)c3cccc4cccnc34)CC2)nc1	-6.0%
CN(CC(=O)Nc1cccc2ccccc12)C(=O)c1ccc(NC(=O)CC#N)cc1	-8.6%
CCc1ccc(NC(=O)CN2C(=O)CSC2=O)cc1	-2.1%
N#C/C(N=Nc1ccccc1O)=N\Nc1ccccc1O	-0.7%
Cc1ccc(N2NC(=O)/C(=C\c3cc4c(cc3[N+](=O)[O-])OCO4)C2=O)cc1C	-1.8%
N#CC1=C(N)n2c(s/c(=C\c3cccs3)c2=O)=C(C#N)C1c1cccs1 (stereo not given)	-4.8%
Cc1ccc(N/N=C(\C#N)C(=N)N2CCCCC2)cc1	-4.2%
CC(C)NC(=O)c1ccccc1S(=O)c1ccccc1C#N (stereo not given)	0.3%
Cc1cccc(-n2c(-c3ccco3)n[nH]c2=S)c1	-11.8%
Cn1c(=O)c2[nH]c(Nc3ccccc3)nc2n(C)c1=O	-3.0%
Cc1ccc(NC(=O)CN(c2ccc3c(c2)OCO3)S(=O)(=O)c2c(C)n[nH]c2C)cc1	-1.6%
Nc1ccc2oc3ccc(N)cc3c(=O)c2c1	1.0%
NC(=Nc1ccc(N)cc1)C(N)=Nc1ccc(N)cc1	-7.2%
CCN(CC)c1ccc(/C=N/NC(=O)Nc2nonc2N)cc1	-4.4%
C=CC[n+]1c(C)csc1Nc1cccc(Br)c1	0.9%
O=C(O)c1cc(O)ccc1NC(=O)c1cccc2ccccc12	-8.1%
O=[N+]([O-])c1ccc(CSC2=NCCS2)cc1	0.2%
Cc1cccc(N2CCN(C(=O)C3CCCN(S(=O)(=O)c4cnc[nH]4)C3)CC2C)c1 (stereo not given)	-1.7%
Oc1ccccc1CNc1nc2ccccc2n1CCN1CCCCC1	-4.0%
COc1ccc(/C=N/NC(=O)CCn2nc(C)cc2C)cc1O	-8.2%
O=C(CC1CCCC1)N1CCCC(Nc2ccc(F)cc2)C1 (stereo not given)	0.0%
C(=N\Nc1nc2ccccc2[nH]1)/c1c[nH]c2ccccc12	-11.4%
Nn1c(Cc2ccccc2)n[nH]c1=S	4.2%
c1ccc(Nc2n[nH]nc2-c2ccccc2)cc1	-0.5%
Cc1ccc(O)c(CNc2nc3ccccc3n2C)c1	-2.6%
CC(C)n1c(NCc2cccs2)nc2ccccc21	-1.6%
CC(C)Cc1csc(NC(=O)c2ccccc2Cl)c1C(=O)O	1.7%
Following part
SMILES	HRP interference
COc1ccc(NC2CCCN(C(=O)CCc3ccccc3F)C2)cc1 (stereo not given)	-8.8%
CC(C)c1ccc(NC(=O)Cc2c(C(=O)O)n(C)c3ccccc23)cc1	-6.9%
CC(=O)NC(c1cc(Cl)c2ccccc2c1O)C(C)C (stereo not given)	-4.5%
CCNc1nc(NCC)nc(N(C)N)n1	-2.1%
O=[N+]([O-])c1cccc(N/N=C/c2cccc(O)c2O)c1	-2.2%
S=c1[nH]nc(Cc2noc3ccccc23)n1-c1ccccc1	-3.5%
Cc1ccc(N2CCN(C(=O)N3CCCC3)CC2)cc1C	-0.7%
CCc1nnc(NS(=O)(=O)c2ccc(NC(=O)OC)cc2)s1	-4.6%
N#CCC(=O)Nc1ccc(C(=O)NCCc2c[nH]c3ccccc23)cc1	-2.0%
Cc1cc(SCNC(=O)c2ccccc2)ncn1	-6.6%
COc1ccc(N2CCN(CC(=O)Nc3ccc(C)cc3)CC2)cc1	-3.7%
O=C(O)c1cccc2c3c([nH]c12)CCCC3	-3.2%
CN(C)c1cccc(C(=O)NCc2ccccc2)c1	2.2%
COc1ccc(-c2csc(Nc3ccc(S(=O)(=O)Nc4cc(C)on4)cc3)n2)cc1	-8.7%
Cc1ccccc1NS(=O)(=O)c1cccc2nonc12	-5.4%
O=C1c2sc3nc4n(c(=O)c3c2CCC1Br)CCCCC4 (stereo not given)	-3.5%
O=C(C1CCCN(S(=O)(=O)c2cnc[nH]2)C1)N1CCN(c2ccc(Cl)cc2)CC1 (stereo not given)	-7.1%
Cc1cc2c(N3CCCCC3C)ncnc2s1 (stereo not given)	-2.0%
O=C(C[n+]1ccccc1)N/N=C/c1ccc(O)cc1	6.56µM*
O=C(NCC(c1cccnc1)N1CCN(c2ccc(F)cc2)CC1)c1ccco1 (stereo not given)	-1.5%

Three compounds out of the list, ordered by molecular weight, rising.
SMILES	HRP interference
Cc1cc2c(N3CCCCC3C)ncnc2s1 (stereo not given)	-2.0%
CN(C)c1cccc(C(=O)NCc2ccccc2)c1	2.2%
Cc1ccc(N2CCN(C(=O)N3CCCC3)CC2)cc1C	-0.7%

A portion of the library (hit frequency here may not be typical).
